# Compound activity from PubChem.
# mABHD4 FP – inhibitors of mouse ABHD4 | Q8VD66 | purified mABHD4, FP-Rh probe fluorescence polarization | actives 0.54% (n = 370,000) | AID 720543 | inhibition, % at 8.92 µM;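 active means inhibition exceeding the mean over every tested compound plus 3 SD, cut at about 30% in these data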;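 further: 0% = plate median of compound wells and 100% = S159A mutant with DMSO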
# Target sequence (Q8VD66 whole entry, looked up): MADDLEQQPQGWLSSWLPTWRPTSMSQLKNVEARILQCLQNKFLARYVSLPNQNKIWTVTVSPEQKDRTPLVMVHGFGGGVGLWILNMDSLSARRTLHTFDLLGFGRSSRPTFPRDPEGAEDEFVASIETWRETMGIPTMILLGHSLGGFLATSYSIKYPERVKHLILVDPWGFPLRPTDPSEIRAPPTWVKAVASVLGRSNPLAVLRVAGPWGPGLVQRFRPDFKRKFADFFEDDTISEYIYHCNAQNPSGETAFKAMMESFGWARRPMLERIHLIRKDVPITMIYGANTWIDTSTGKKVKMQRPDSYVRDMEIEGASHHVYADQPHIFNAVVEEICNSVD
#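 Test system: mABHD4 protein | Buffer or medium: HEPES pH 7.0 buffer, 150 mM NaCl, 0.01% Pluronic F-127 | Probe or stimulus: FP-Rh fluorescent activity-based probe, added after compound pre-incubation | Timing: Pre-incubation 45 min, probe exposure 60 min, at 25 °C | Technique: Fluorescence polarization, excitation 525 nm, emission 598 nm, BODIPY TMR filters | Repeats: Single well per compound (singlicate)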
# MBD2 DNA inh – inhibitors of human MBD2 binding to methylated oligonucleotide | Q9UBB5 | AID 686964 | TR-FRET | actives 0.31% (n = 370,000) | inhibition, % at 4.4 µM; in the data active means inhibition above about 13%
# Target sequence (Q9UBB5 whole entry, looked up): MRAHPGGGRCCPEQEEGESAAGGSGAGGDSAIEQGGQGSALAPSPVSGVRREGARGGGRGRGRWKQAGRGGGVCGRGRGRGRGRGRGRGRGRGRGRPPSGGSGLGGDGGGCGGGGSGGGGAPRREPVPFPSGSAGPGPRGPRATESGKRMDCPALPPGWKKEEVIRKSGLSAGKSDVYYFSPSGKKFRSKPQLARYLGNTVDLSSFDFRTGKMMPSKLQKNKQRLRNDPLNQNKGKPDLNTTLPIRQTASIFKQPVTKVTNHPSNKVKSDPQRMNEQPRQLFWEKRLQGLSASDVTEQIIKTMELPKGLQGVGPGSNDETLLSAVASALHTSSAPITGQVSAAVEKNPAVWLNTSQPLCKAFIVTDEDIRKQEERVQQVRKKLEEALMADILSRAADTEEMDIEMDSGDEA
# TCR CD3 inh – inhibitors of human TCR-CD3 interaction. TAMRA-labeled TCR probe fluorescence, biochemical. inhibition, % at 9.4 µM. actives 0.37% (n = 360,000). AID 651800; in the data active means inhibition above about 19%;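 further: recombinant mutant TCR 2C K166C tagged with TAMRA read by polarization; 0% = receptor in buffer alone and 100% = receptor with positive control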
# SIAE primary – human SIAE inhibition, primary screen | Q9HAT2 | SIAE FP-Rh probe binding, fluorescence polarization | inhibition, % at 9.66 µM | actives 0.69% (n = 370,000) | AID 1053197;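 active means inhibition above a cutoff: mean of compounds within the control limits plus 3 SD of those, cut at about 17% in these data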;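 further: 0% = plate median of compound wells and 100% = probe without SIAE protein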
# NPR1 activator – GC-A (human) enzyme activation | HEK293 GC-A cells, cGMP TR-FRET, EC30 ANP; 0% at EC30 ANP, 100% saturating ANP | actives 0.14% (n = 370,000) | activation, % at 10 µM | P16066; in the data active means activation above about 40%
# NPR2 activator – GC-B (human) receptor activation. P20594. HEK293-GC-B cells, CNP EC30, cGMP TR-FRET; 0% at EC30 CNP, 100% saturating CNP. activation, % at 10 µM. actives 0.11% (n = 370,000);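 active means activation at 10 µM reaching about 35% in either raw or pattern-adjusted values, limit read from the data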
# UHRF1 MBD2 ctr – human UHRF1 methylated DNA binding inhibitors; actives 0.75% (n = 370,000); UHRF1 binding to methylated oligo, TR-FRET; inhibition, % at 4.4 µM; AID 687016; in the data active means inhibition above about 21%;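 further: UHRF1 SRA domain binding a hemimethylated CpG hairpin DNA probe; 0% = median of test compound wells and 100% = reference inhibitor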
# rCAG RNA binder – binds r(CAG) RNA repeats; inhibition, % at 3 µM; r(CAG) RNA repeat, TO-PRO-1 dye displacement fluorescence; actives 1.3% (n = 370,000);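 active means inhibition above the plate cutoff, the mean of all test compounds on that plate plus 3 SD, cut at about 35% in these data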;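 further: 0% = DMSO alone and 100% = 100 µM mitoxantrone as full dye displacement; higher means more dye released from RNA so lower well fluorescence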
# HTRA1 inh – blocks human HTRA1 serine peptidase; recombinant HTRA1, FP-rhodamine activity-based probe, fluorescence polarization; inhibition, % at 5.96 µM; actives 0.5% (n = 340,000); Q92743; in the data active means inhibition above about 36%;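 further: 0% = enzyme with DMSO and 100% = wells lacking enzyme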
# PRMT1 inh – blocks human protein arginine methyltransferase 1 | recombinant PRMT1, activity-based probe fluorescence polarization | inhibition, % at 2.79 µM | actives 1.3% (n = 370,000);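 active means inhibition above about 21% made by adding two undisclosed values, limit read from the data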
# The depositor's hits bear a star; · = no result given.
SMILES,mABHD4 FP,MBD2 DNA inh,TCR CD3 inh,SIAE primary,NPR1 activator,NPR2 activator,UHRF1 MBD2 ctr,rCAG RNA binder,HTRA1 inh,PRMT1 inh
CC(C)COc1ccc(C(=O)Nc2cc(S(=O)(=O)N3CCOCC3)ccc2N2CCCC2)cc1,4,-5,2,6,2,5,-1,7,-9,2
O=[N+]([O-])c1ccc2cn[nH]c2c1,-6,-5,2,-1,3,-3,-1,5,0,2
CC(OC(=O)c1cccs1)C(=O)NCc1ccc2c(c1)OCO2 (centres undefined),2,6,-4,-4,-2,-1,4,-5,4,2
COc1ccc(NC(=O)Nc2c(C)noc2-c2ccccc2)cc1,0,0,-3,2,2,1,0,1,-4,4
CC1(C)Cc2ccccc2-c2nc3n(c(=O)c21)CCCS3,-7,-1,10,7,-5,-1,-2,-4,·,-1
Cc1csc(/C(=N\O)c2csc(C)n2)n1,6,-1,-1,-1,8,2,6,3,13,3
O=C(NNC(=O)c1ccco1)c1cccc([N+](=O)[O-])c1,4,-7,7,-1,2,-1,-4,0,6,-4
Cc1ccc(/C=N/NC(=O)CSc2nc3ccccc3s2)o1,1,-3,1,4,1,-3,-5,5,-2,2
Cc1cc(C)c2c(CN3CCN(Cc4ccccc4)CC3)cc(=O)oc2c1C,3,-1,1,-2,-7,-13,-2,-5,-26,4
N#Cc1c(NC(=O)CSc2n[nH]c(N)n2)oc(-c2ccccc2)c1-c1ccccc1,-20,1,2,2,-3,-5,5,26,-15,0
COc1ccc(NC(=O)CN2CCN(c3ccc(C)cc3C)CC2)cc1,1,0,0,3,4,-2,2,6,0,4
CCOC(=O)[C@@H]1[C@H]2COc3ccccc3[C@@H]2N2C(=O)N(c3ccc(Cl)cc3)C(=O)[C@@]12C,-3,2,3,7,1,6,-1,-2,-12,0
COc1ccc(C2/C=C\CN(CC3CC3)CC(=O)N2Cc2ccc(F)cc2)cc1 (centres undefined),0,-3,5,0,-5,-5,0,16,-5,-1
CCCN(CCC)CCCNC(=O)c1cn(C)c2ccc(S(=O)(=O)N(C)C3CCCCC3)cc2c1=O,-2,-2,-3,-1,3,6,1,-8,-2,-3
COc1ccc(CN(C)C(=O)C2CSC3(C)CCC(=O)N23)cc1 (centres undefined),3,-1,2,-3,3,6,0,-4,5,0
O=C(COC(=O)c1cccc(S(=O)(=O)N2CCc3ccccc32)c1)Nc1ncc(C(F)(F)F)cc1Cl,1,-8,4,5,-4,3,-2,6,0,2
O=C(Nc1ccc(Cl)c(S(=O)(=O)N2CCCCC2)c1)C1=COCCO1,-7,0,-1,-1,3,2,-3,-1,-16,2
O=C1C(Cc2c[nH]c3ccccc23)NC(=S)N1Cc1ccccc1 (centres undefined),-5,1,8,2,0,-2,0,2,·,-3
CCOc1ccccc1N1CC(C(=O)NC2CCCCCC2)CC1=O (centres undefined),-4,-2,-5,1,-7,3,4,2,5,2
COC(=O)COc1cc(OCC(=O)OC)c2c(-c3ccccc3)cc(=O)oc2c1,-2,0,-9,-8,-1,-2,2,-4,7,-1
Cc1ccc(C(=O)N/N=C/c2nc3ccccc3n2C)cc1,4,1,7,-16,0,1,-2,0,-5,2
O=C(NCc1ccccc1)c1cccc(COc2ccc(Cl)cc2)c1,-27,3,-7,-19,10,3,4,1,-51,3
COCCCNC(=O)/C=C/[C@H]1O[C@@H](n2cnc3c(NC(=O)c4ccccc4)ncnc32)[C@H](O)[C@@H]1O,3,-5,-9,1,-1,-2,-1,-1,·,3
O=C(N/N=C/c1cn(-c2ccccc2)nc1-c1cccs1)c1ccc(Cl)cc1,-3,-8,10,-130,3,4,-4,5,-92,-2
COc1ccc(CCNC(=O)c2cnn(-c3ccccc3)c2N)cc1OC,-2,3,·,0,-2,-4,-2,3,·,-4
CC1CC(C)CN(c2ccc(-n3cnnn3)cc2[N+](=O)[O-])C1 (centres undefined),0,-2,4,4,-1,-7,-2,2,0,-1
CCCCCCN1CCS(=O)(=O)N(Cc2ccc(C(F)(F)F)cc2)C(C(=O)OC)C1 (centres undefined),-4,4,·,-3,1,-8,-2,1,·,0
CCC(C)NC(=O)Nc1ccc2c(c1)N(C)C(=O)c1ccccc1S2 (centres undefined),-24,0,6,8,3,6,-3,0,-25,-1
Cc1cc2c(cc1S(=O)(=O)N1CCN(c3cccc(C(F)(F)F)c3)CC1)OCC(=O)N2,-13,0,2,5,-9,0,-1,3,4,-1
N#C/C(=C(/O)COC(=O)Cc1c[nH]c2ccccc12)c1nc2ccccc2[nH]1,7,-6,1,5,1,-3,-4,32,13,0
COc1ccc(-c2noc(C3CCCN(C(=O)c4c(F)cccc4F)C3)n2)cc1OC (centres undefined),4,2,-14,-4,5,-5,1,-9,-8,0
COC(=O)CNC(=O)c1cccs1,1,2,2,-10,3,4,6,4,-4,4
COCCn1c(=O)c2c(nc3n2CCCN3Cc2ccccc2)n(C)c1=O,1,-6,2,3,1,-3,0,-9,-4,2
O=C(Nc1ccc(S(=O)(=O)N2CCCC2)cc1)C1CC(=O)N(c2ccccc2)C1 (centres undefined),-3,0,1,3,-3,2,-1,0,-5,-3
Cc1ccc(CNC(=S)Nc2cc(C)ccc2OC(F)F)cc1,-10,5,4,-2,1,-2,-2,14,-17,-2
CC(C)(C)NS(=O)(=O)c1ccc(N2C(=O)c3ccccc3C2=O)cc1,3,0,4,-2,-2,3,-1,-4,-3,1

# Entries above that contain a thiophene ring, fused or not (three):
SMILES,mABHD4 FP,MBD2 DNA inh,TCR CD3 inh,SIAE primary,NPR1 activator,NPR2 activator,UHRF1 MBD2 ctr,rCAG RNA binder,HTRA1 inh,PRMT1 inh
CC(OC(=O)c1cccs1)C(=O)NCc1ccc2c(c1)OCO2 (centres undefined),2,6,-4,-4,-2,-1,4,-5,4,2
O=C(N/N=C/c1cn(-c2ccccc2)nc1-c1cccs1)c1ccc(Cl)cc1,-3,-8,10,-130,3,4,-4,5,-92,-2
COC(=O)CNC(=O)c1cccs1,1,2,2,-10,3,4,6,4,-4,4

# Carrying on:
SMILES,mABHD4 FP,MBD2 DNA inh,TCR CD3 inh,SIAE primary,NPR1 activator,NPR2 activator,UHRF1 MBD2 ctr,rCAG RNA binder,HTRA1 inh,PRMT1 inh
CC1CCC2(CC1)NC(=O)N(CC(=O)Nc1ccc(N3CCOCC3)cc1)C2=O (centres undefined),1,-4,1,-3,-1,2,-1,2,4,-6
O=C(O)C1CC(=O)N(c2ccc(OCc3c(F)cccc3Cl)cc2)C1 (centres undefined),1,1,2,-7,-2,6,-3,4,-3,1
CCc1cccc(NC(=O)C2CCCN(c3ncnc4c3nc3n4CCCCC3)C2)c1 (centres undefined),-6,1,-1,-5,-11,-2,0,0,-27,-4
CCCS(=O)(=O)NC(=O)C1(C)CCCN(C(=O)c2c(C)noc2C)C1 (centres undefined),-2,8,-6,6,-6,1,3,-1,·,0
COc1ccc(CC(=O)NCCc2ccc(S(N)(=O)=O)cc2)cc1,0,-6,-3,10,-1,-1,-1,1,6,1
COc1cccc(CN(C)C(=O)c2ccccc2Sc2ccccc2C#N)c1,-12,10,-3,1,-8,8,2,-8,-10,4
CCOC(=O)c1sc(=S)n(-c2ccc(OC)cc2)c1N,-8,7,-2,-2,3,-3,3,-4,·,10
CC(C)(C)n1nc2c(c1NC(=O)c1ccc(S(=O)(=O)N3CCCCC3)cc1)CS(=O)C2 (centres undefined),2,0,-10,-4,3,6,1,1,-2,1
O=C(CSc1nc2scc(-c3ccccc3)c2c(=O)[nH]1)Nc1ccccc1,-7,-2,-4,-13,-1,-3,0,17,-5,0
CC1CCCN(S(=O)(=O)c2ccc(NC(=O)Cn3nnc(-c4ccccc4F)n3)cc2)C1 (centres undefined),-44,-4,-3,-61,1,-2,1,12,-62,1
O=C1NC(=O)C2(CCC(C(=O)O)C2)N1 (centres undefined),0,1,-10,0,-3,4,-1,1,-1,-3
CC(OC(=O)c1cnccn1)C(=O)c1ccccc1 (centres undefined),-11,4,4,-9,4,4,4,-2,0,3
CCOc1cc(C(=O)Nc2cccc3ncccc23)cc(OCC)c1OCC,4,0,4,5,1,-9,-1,-6,-9,2
CCCOc1cccc(C(=O)N(Cc2ccco2)C2CCS(=O)(=O)C2)c1 (centres undefined),3,-2,5,0,-4,0,2,1,-6,1
Cc1ccc(Sc2ccc([N+](=O)[O-])cc2[N+](=O)[O-])nc1,2,-2,-4,2,5,-1,-1,2,-2,1
CC1(C)Cc2c(C#N)c(N3CCN(C(=O)c4ccco4)CC3)nc(Cc3ccccc3)c2CO1,8,-1,5,-1,8,19,13,-1,-1,-1
Cc1ccc(C(=O)N2CCCC(CCC(=O)N3CCN(c4ccccn4)CC3)C2)s1 (centres undefined),4,0,2,4,3,-5,-2,-8,1,-1
COc1ccc(CNC(=O)C2=C(C)C(=O)OC23CCC(C)CC3)cc1 (centres undefined),1,0,5,-1,-1,2,-2,5,-9,-4
Fc1ccc(NC(=S)NCCc2ccc(Cl)cc2)cc1,1,3,2,3,-1,-1,2,-1,-6,1
O=C(N/N=C/c1ccco1)c1cccc(NC(=O)c2ccccc2Cl)c1,-22,4,7,8,3,-6,-2,15,-21,3
COc1ccc(N(CC(=O)NC2CCS(=O)(=O)C2)S(=O)(=O)c2ccc(Cl)c(Cl)c2)cc1 (centres undefined),0,-6,5,-1,-9,-6,-4,-1,-2,-4
C#CCOn1c(-n2nc(C)cc2C)nc2ccccc2c1=O,-10,-6,-10,-1,-4,4,1,4,4,1
COC(=O)Nc1ccc(S(=O)(=O)N2CCCCC2C(=O)O)cc1 (centres undefined),1,2,3,3,1,6,-3,0,5,0
O=C(O)C1=C[C@@H](c2ccc(Br)cc2)C[C@@H](OCc2ccc(CO)cc2)O1,-2,3,-5,1,0,4,-2,14,-3,3
COc1cccc(NC(=S)N2CCCC2c2ccc(OC)c(OC)c2)c1 (centres undefined),-6,2,-2,0,2,-3,1,0,-5,-3
CC(C)Cn1nc(NC(=O)C2CCCO2)c2cc3ccccc3nc21 (centres undefined),2,0,-9,-4,0,3,2,-8,-4,2
O=Cc1nc(-c2ccccc2Cl)n2ccccc12,0,0,-1,-5,-6,-1,3,-1,4,0
O=C(CCNC(=O)c1ccccc1Cl)NCc1cccnc1,2,-4,8,3,2,3,-4,-1,3,-4
CCN1C(=O)/C(=C/C=C2/CCCN2C)OC1=S,3,-8,7,6,-6,-7,-15,-9,7,-1
COc1ccccc1-n1c(SCC(=O)O)nc2c(sc(=S)n2-c2ccccc2C)c1=O,2,2,5,-6,1,6,8,22,4,0
CCOc1ccc(C2/C(=C(/O)c3ccc4c(c3)CC(C)O4)C(=O)C(=O)N2CCCn2ccnc2)cc1 (centres undefined),4,-5,4,2,7,-1,-4,8,-3,-3
COc1ccc(OCC(=O)Nc2ccc(N3CCC(C)CC3)cc2)cc1,2,-1,-7,11,1,5,0,-4,1,-3
Nc1sccc1C(=O)NC1CC1,27,2,15,6,7,2,-2,1,·,16
Cc1snc(SCC(=O)c2ccc(Cl)cc2)c1C#N,-3,3,-4,2,-7,-17,-1,6,-15,1

# Grouped by structure: those above containing a tert-butyl group
SMILES,mABHD4 FP,MBD2 DNA inh,TCR CD3 inh,SIAE primary,NPR1 activator,NPR2 activator,UHRF1 MBD2 ctr,rCAG RNA binder,HTRA1 inh,PRMT1 inh
CC(C)(C)NS(=O)(=O)c1ccc(N2C(=O)c3ccccc3C2=O)cc1,3,0,4,-2,-2,3,-1,-4,-3,1
CC(C)(C)n1nc2c(c1NC(=O)c1ccc(S(=O)(=O)N3CCCCC3)cc1)CS(=O)C2 (centres undefined),2,0,-10,-4,3,6,1,1,-2,1

# Some of the compounds tested; the hit share may differ from the screen's.
